Assay outcomes deposited in PubChem by National Center for Advancing Translational Sciences (NCATS).
Akt phos inh: HTS Assay for Inhibitors of Akt Phophorylation: Primary Screen. Neuro2A IGF-stimulated pAkt S473 HTRF, 20 min; stronger effect = lower value. activity change, % for hits at 50 µM. 360,000 tested, 0.32% active; in the data active = activity change below about -80%; inconclusive = mostly about -51% to -80%; also: % is scaled to controls: 0 for no effect and ±100 for the full control effect
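Neuro2A cells in DMEM with 0.5% FBS, overnight at 37 deg C, given compound at single 50 µM final, then IGF (6 nM final) for 20 min at 37 deg C. Lysed; phospho-Akt Ser473 by HTRF after 24 h, 665/615 ratio.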
GLP1R inv ag: qHTS of GLP-1 Receptor Inverse Agonists (Inhibition Mode); Glucagon-like peptide 1 receptor (Homo sapiens), P43220; HEK293 GLP-1R CRE-luciferase, luminescence, 24 h; GLP-1R form is constitutively active; Potency, µM (highest dose often 38.3 µM), without a hit: top-dose activity change, negative = inhibition, usual class: inhibitors; 410,000 tested, 1.6% active; AID 624417, 2012; also: potency is read from the fitted curve at half-maximal effect; % is scaled to controls: 0 for no effect and ±100 for the full control effect; nearly all actives have a fitted effect of over 55% in size
Target sequence (P43220 whole entry, looked up): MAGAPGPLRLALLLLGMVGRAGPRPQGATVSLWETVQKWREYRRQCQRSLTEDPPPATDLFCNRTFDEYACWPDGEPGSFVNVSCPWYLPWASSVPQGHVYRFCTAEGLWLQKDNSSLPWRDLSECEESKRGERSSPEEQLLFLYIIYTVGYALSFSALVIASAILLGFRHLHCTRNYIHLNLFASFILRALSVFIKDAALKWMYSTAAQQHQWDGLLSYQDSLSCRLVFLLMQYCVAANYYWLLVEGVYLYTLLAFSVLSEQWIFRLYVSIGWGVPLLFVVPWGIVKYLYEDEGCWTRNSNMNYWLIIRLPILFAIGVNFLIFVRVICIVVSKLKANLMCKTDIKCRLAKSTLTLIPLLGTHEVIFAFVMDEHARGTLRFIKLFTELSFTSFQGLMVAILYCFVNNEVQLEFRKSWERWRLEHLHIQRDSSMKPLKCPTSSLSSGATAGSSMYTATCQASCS
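HEK293 cells stably co-expressing constitutively active GLP-1R and a cAMP-responsive luciferase reporter were seeded in DMEM with 10% Nu serum, given compounds after 12 h, and incubated 24 h at 37 deg C. Luminescence was then read.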
TDP43 rescue: qHTS of TDP-43 Inhibitors. TDP-43 expressing yeast growth rescue, BacTiter-Glo, 24 h. Potency, µM (doses to about 46.1 µM), for the others: at the highest dose growth rescue (activation), actives largely listed as activators. 410,000 tested, 1.8% active; also: potency is read from the fitted curve at half-maximal effect; % of control where 0% means no effect; nearly all actives have a fitted effect of over 50% in size
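Readout is BacTiter-Glo luminescence of cell growth, so inhibitors register as activators. TDP-43-expressing yeast at OD600=0.02 in galactose medium, after raffinose pregrowth to mid-log, were incubated with compound for 24 hr at 30 deg C.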
Abeta yeast res: qHTS for compounds that reverse cellular toxicity of Amyloid beta (A-beta) peptide in yeast: Primary Screen; yeast expressing A-beta42, growth rescue, OD600, 48 h; response scale: 0% DMSO, 100% iron-clioquinol control; Potency, µM (top dose mostly 46.1 µM), for the others: at the top dose growth rescue, actives largely listed as activators; 410,000 tested, 0.063% active; AID 1347071, 2019; also: potency is read from the fitted curve at half-maximal effect; nearly all actives have a fitted effect of over 55% in size
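Growth rescue measured by 600 nm absorbance after 48 h yeast culture at 30 C with compound. Values normalized between DMSO and an equimolar ferric chloride plus clioquinol control.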
FUS suppressor: qHTS for Suppressors of FUS Proteinopathy: Primary screen using FUS-linked yeast assay; S. cerevisiae FUS-expressing, growth rescue, OD600, 24 h; Potency, µM (doses to about 76.6 µM), for the others: at the top dose growth rescue (activation), actives largely listed as activators; 390,000 tested, 0.24% active;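 also: potency is read from the fitted curve at half-maximal effect; plate controls were DMSO vehicle for no effect and reference control for full effect; nearly all actives have a fitted effect of over 55% in size; some results filed as inactive show a strong effect at the top dose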
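Yeast FUS proteinopathy model; galactose-induced FUS (2%), starting OD 0.005. Cpds in dilution series, 24hr, 30C, 99% humidity. Abs 600 nm growth. Pos ctrl CP55940 (top 92uM final); neg ctrl DMSO.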
GLP1R ag: qHTS of GLP-1 Receptor Agonists; Glucagon-like peptide 1 receptor (Homo sapiens), P43220; HEK293 GLP-1R CRE-luciferase, luminescence, 4-6 h; cells express a hypersensitive GLP-1R form; Potency, µM (series often up to 45.6 µM), for inactives: top-dose activation, most hits filed as activators; 380,000 tested, 0.007% active; also: potency is read from the fitted curve at half-maximal effect; % of control where 0% means no effect
DRD3 antagonist: qHTS of D3 Dopamine Receptor Antagonist: qHTS | D(3) dopamine receptor (Homo sapiens), P35462 | D3R cells, DiscoveRx beta-arrestin luminescence, antagonist mode; stronger effect = lower value | max response, negative = inhibition, % | 360,000 tested, 2.5% active; in the data active = max response below about -50%; inconclusive = no clear call, values can overlap the other calls; also: % is scaled to controls: 0 for no effect and ±100 for the full control effect; mostly tested at two doses, the higher about 12 µM
Target sequence (P35462 whole entry, looked up): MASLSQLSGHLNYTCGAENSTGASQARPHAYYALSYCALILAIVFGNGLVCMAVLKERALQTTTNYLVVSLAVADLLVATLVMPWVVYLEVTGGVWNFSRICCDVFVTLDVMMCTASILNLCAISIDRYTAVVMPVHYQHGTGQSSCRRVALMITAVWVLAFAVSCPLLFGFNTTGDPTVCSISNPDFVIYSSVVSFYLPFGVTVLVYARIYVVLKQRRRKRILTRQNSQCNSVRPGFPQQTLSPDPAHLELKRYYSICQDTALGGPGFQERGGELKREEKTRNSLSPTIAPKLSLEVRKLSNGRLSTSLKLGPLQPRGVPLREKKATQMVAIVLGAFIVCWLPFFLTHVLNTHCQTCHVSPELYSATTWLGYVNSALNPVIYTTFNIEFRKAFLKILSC
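Cells expressing the human receptor were seeded at 1500 cells/well, incubated overnight at 37 degrees C in 5% CO2, then exposed to library compounds with dopamine controls for 90 minutes at 37 degrees C before luminescent detection.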
PTHR1 ag: qHTS for PTHR1 Agonists: Primary Screen; Parathyroid hormone/parathyroid hormone-related peptide receptor (Homo sapiens), Q03431; HEK293 GP2 PTHR1 cells, GloSensor cAMP luminescence, 1 h; 410,000 tested, 0.075% active; Potency, µM (doses to about 115 µM), without a hit: at the top dose activation, usual class: activators; AID 743266, 2014; also: potency is read from the fitted curve at half-maximal effect; nearly all actives have a fitted effect of over 55% in size; some results filed as inactive show a strong effect at the top dose; inactives centre near -15; many of its hits are not listed in these tables
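HEK-293-derived GP2 cells expressing PTHR1 and a GloSensor cAMP reporter, 3,000/well, plated overnight, given luciferin plus IBMX (each 0.5 mM as added) for 1 h at 37 °C, then compound for 1 h at 37 °C. Luminescence was read after 15 min at room temperature.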
aSyn rescue: qHTS of alpha-syn Inhibitors; 370,000 tested, 0.14% active; Potency, µM (highest dose often 46.1 µM), for the others: top-dose growth rescue (activation), actives largely listed as activators; Yeast expressing alpha-synuclein, growth rescue, BacTiter-Glo, 24 h; AID 652106, 2013; also: potency is read from the fitted curve at half-maximal effect; % of control where 0% means no effect; nearly all actives have a fitted effect of over 65% in size
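Rescue of yeast growth: cells expressing toxic alpha-synuclein, induced in galactose at OD600 0.02, incubated with compound 24 h at 30 C. ATP luminescence quantified growth; inhibitors of toxicity appear as activators.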
* marks the source's active call; other numbers are inactive results; i = inactive; ? = inconclusive; · = not tested or not shown; [ ] = remark or other dose. Unless noted, calls follow the shape of the dose curve; as a rule, active = well fitted curve in the direction sought with a large enough effect; inconclusive = small, poorly fitted or top-dose-only effect, or another doubt; inactive = no such curve, though single readings can be large; an effect the other way counts as inactive or inconclusive. An excerpt, so the mix of outcomes need not match the whole.

Compound	Akt phos inh	GLP1R inv ag	TDP43 rescue	Abeta yeast res	FUS suppressor	GLP1R ag	DRD3 antagonist	PTHR1 ag	aSyn rescue
CCOC(=O)COc1ccc(CCNC(C)=O)cc1	i	2%	-11%	-5%	-9%	-17%	-13	i	-2%
O=C(CN(Cc1ccccc1)S(=O)(=O)c1ccc(F)cc1)NCc1ccccn1	i	-8%	-7%	-6%	14%	12%	0	i	-1%
Cc1cccc(NCc2nc(SCC(=O)Nc3ccccc3Br)n[nH]2)c1	i	-24%	18%	15%	5%	9%	4	-39%	2%
O=c1c(-c2ccccc2Cl)c[nH]n1-c1ccccc1	i	13%	6%	-14%	7%	1%	0	-12%	12%
NNc1nc(-c2ccccc2Cl)nc2sc3c(c12)CCCC3	i	1%	-46%[inhibitor]	-31%	·	15%	-15	i	14%
CC1CCCC(C(=O)OCc2ccccc2)N1 (configuration not stated)	i	2%	-8%	9%	16%	4%	-12	6%	2%
Cc1cc(=O)oc(C)c1C(=O)Nc1ccc2nsnc2c1	i	-4%	-15%	6%	27%	-7%	-18	i	-14%
C=CCn1c(-c2ccccc2[N+](=O)[O-])n[nH]c1=S	i	7%	-11%	2%	-4%	-2%	8	i	3%
COC(=O)C1=C(C)N(C)C(C)=C(C(=O)OC)C1c1ccccn1	i	0%	12%	13%	-8%	0%	?	-3%[57.5 µM]	2%
CC(=O)Cc1nsc(NC(=O)C2Cc3ccccc3C(=O)O2)n1 (configuration not stated)	i	-1%	20%	6%	6%	-5%	14	i	5%
CC1(c2nc3ccccc3[nH]2)CCC2=Nc3ccccc3CN21 (configuration not stated)	i	7%	4%	-10%	-17%	-3%	-14	-1%	-4%
Cc1cccc2cc(CN(Cc3ccccc3)C(=O)c3cccc(F)c3)c(Cl)nc12	i	11µM*	-16%	-14%	18%	-2%	22	-5%	29%
CCN(CC(=O)Nc1cccc(F)c1)Cc1nc2ccccc2c(=O)[nH]1	i	?	-28%	0%	-4%	-5%	0	6%	0%
COc1ccc(OC)c(/C=C2\S/C(=N/NC(=O)c3ccc4ccccc4c3)NC2=O)c1	i	4%	?	-1%	15%	-9%	2	i	2%
O=C(COc1ccc(-c2nnco2)cc1)N1CCN(S(=O)(=O)c2ccc3ccccc3c2)CC1	i	6%	8%	2%	13%	2%	9	-16%	2%
C=CCn1ncc(OC)c(Cl)c1=O	·	-5%	-2%	0%	11%	0%	-8	i	3%
COc1ccc(NC(=O)CN2CCN(c3ccccc3Cl)CC2)cc1	i	?	20%	?	-16%	-1%	-61*	-6%[57.5 µM]	2%
O=C1NCCN1c1ccc(CN2CCN(C3CCCCC3)C(CCO)C2)cc1 (configuration not stated)	i	-3%[0.307 µM]	-11%	-2%	24%	-5%	-6	-15%	-2%
CCOc1ccc(NC(=O)CNC(=O)c2cccs2)cc1	i	11%	-6%	-7%	-15%	-8%	?	-24%	3%
CCOC(=O)/C(C)=N/NC(=O)c1cccc([N+](=O)[O-])c1	i	-12%	10%	-6%	-5%	3%	5	i	-2%
CSCC[C@H](NC(=O)[C@@H]1Cc2ccccc2CN1)C(=O)NC(C)c1ccccc1 (some centres not stated)	i	?	-9%	0%	0%	-1%	-12	-2%	0%
O=C(Nc1ccc2c(c1)OCCO2)c1c[nH]c(=O)n(-c2ccc(F)c(Cl)c2)c1=O	i	?	-1%	11%	·	-6%	-13	-7%	-3%
Cc1ccccc1-c1nnc(SCC(=O)Nc2ccc3c(c2)OCCO3)n1N	i	1%	-9%	-4%	8%	-8%	-18	i	-9%
Cc1ccc(CNC(=O)CSc2ccc(-c3sc(-c4ccccc4)nc3C)nn2)cc1	·	22%	6%	-8%	-11%	·	·	?	·
Cc1ccccc1C(=O)NNC(=O)C1CC(=O)N(Cc2ccccc2)C1 (configuration not stated)	i	-10%	17%	5%	-5%	7%	17	i	7%
COC(=O)[C@]1(CC(C)C)N[C@H](c2ccc(-c3ccc(C(C)=O)cc3)cc2)[C@@H]2C(=O)N(C)C(=O)[C@@H]21	i	-2%	8%	-9%	10%	-5%	7	i	-1%
CCCCn1nc(C(=O)Nc2ccc3c(c2)OCO3)c2ccccc2c1=O	i	?	0%	-9%	30%	7%	-3	i	-1%
COc1ccccc1CNCc1ccc(OC)c2ccccc12	i	?	0%	-2%	8%	0%	-13	i	9%
Cc1cc(O)c(C(c2ccccc2)N2CCN(C)CC2)c(=O)n1Cc1ccco1 (configuration not stated)	·	-19%	-8%	0%	22%	·	·	22%	·
O=C(COC(=O)CNC(=O)c1ccc(Cl)cc1Cl)NC1CCCCC1	i	17%	1%	11%	·	2%	-15	-6%	0%
CCOC(=O)C1(CCC(=O)OCc2ccccc2)CCCCC1=O (configuration not stated)	i	2%	-2%	-6%	·	8%	-21	-20%	2%
Cc1ccc(OS(=O)(=O)c2cn(C)c(=O)n(C)c2=O)cc1C	i	20%[7.66 µM]	28%	-3%	9%	1%	3	i	-9%
COCCNC(=S)N/N=C(\C)c1cccc([N+](=O)[O-])c1	i	?	?	?	3%	13%	-10	-12%	-1%
COc1ccc(OCC(O)CN2C(=O)NC(C)(C)C2=O)cc1 (configuration not stated)	i	-6%	-5%	27%	5%	7%	-3	6%[57.5 µM]	9%
N#CC1=C(N)NC(=S)C(C(N)=O)C1c1ccc(Cl)cc1Cl (configuration not stated)	i	?	-3%	-7%	0%	-2%	?	-15%	-24%
c1ccc(CSc2ccc(-c3cccnc3)nn2)cc1	i	42%[activator]	·	2%	?	0%	-24	-51%[inhibitor]	0%
CC(=O)c1ccc(NC(=O)CSc2nc3nn(-c4ccccc4)c(=O)c-3c3n2CCCCC3)cc1	i	2%	-12%	-3%	·	-2%	-6	-16%	-4%
CCCS(=O)(=O)n1nc(-c2ccc(C)cc2)cc1N	i	-2%	0%	-17%	-38%	-2%	1	-10%	2%
COc1ccc(S(=O)(=O)N(C)C[C@H]2Oc3ccc(NC(=O)c4ccncc4)cc3C(=O)N([C@H](C)CO)C[C@@H]2C)cc1	i	0%	-14%	-20%	21%	4%	-16	1%	0%
COCCN1Cc2cccc(C(=O)Nc3c(C)cccc3C)c2C1=O	i	1%	3%	-20%	25%	13%	4	i	-3%

Entries from the list above that have a nitro group on carbon (3):
Compound	Akt phos inh	GLP1R inv ag	TDP43 rescue	Abeta yeast res	FUS suppressor	GLP1R ag	DRD3 antagonist	PTHR1 ag	aSyn rescue
C=CCn1c(-c2ccccc2[N+](=O)[O-])n[nH]c1=S	i	7%	-11%	2%	-4%	-2%	8	i	3%
CCOC(=O)/C(C)=N/NC(=O)c1cccc([N+](=O)[O-])c1	i	-12%	10%	-6%	-5%	3%	5	i	-2%
COCCNC(=S)N/N=C(\C)c1cccc([N+](=O)[O-])c1	i	?	?	?	3%	13%	-10	-12%	-1%

More records follow.
Compound	Akt phos inh	GLP1R inv ag	TDP43 rescue	Abeta yeast res	FUS suppressor	GLP1R ag	DRD3 antagonist	PTHR1 ag	aSyn rescue
COC(=O)c1nn(-c2ccccc2)c(=O)cc1Oc1ccccc1	i	-3%	?	4%	11%	-7%	8	i	3%
CCOc1ccc(NC(=O)c2ccccc2NC(=O)CN2CCCCCC2)cc1	i	?	-7%	-2%	11%	7%	23	-24%	2%
COc1cc2c(C(=O)N(C)c3cc(Cl)ccc3OC)cn(CC(C)C)c(=O)c2cc1OC	·	-17%	8%	-17%	23%	-4%	·	-4%	·
OC(COc1ccc(Cl)cc1)CN1CCN(c2ccccn2)CC1 (configuration not stated)	i	?	6%	1%	-26%	-4%	-8	-1%	1%
CCC(C)NC(=O)c1ccccc1NC(=O)CN(c1cc(C)ccc1OC)S(C)(=O)=O (configuration not stated)	i	12%	3%	4%	21%	2%	28	i	7%
Cc1ccc(NC2=C(Cl)C(=O)OC2OC(=O)c2ccc(C)cc2)cc1 (configuration not stated)	i	-18%	13µM*	-10%	32%	13%	-19	-3%	0%
O=C(/C=C/c1ccccc1)NNC(=O)c1cccc(Cl)c1	i	-24%	-6%	17%	8%	-11%	10	i	-1%
O=C(c1ccccc1N(Cc1ccccc1)S(=O)(=O)c1ccccc1)N1CCOCC1	i	4%	5%	-5%	18%	1%	-15	-4%	12%
CCC(C)NC(=O)Nc1ccc2c(c1)N(C)C(=O)c1ccccc1S2 (configuration not stated)	i	-4%	7%	7%	?	8%	-4	i	-1%
C=CCn1c(SCc2c(C)noc2C)nnc1C1COc2ccccc2O1 (configuration not stated)	i	?	19%	-14%	24%	0%	8	-5%	8%
COc1ccc2c(c1)CC(C(=O)Nc1ccc(Cl)cc1)/C(=N/O)O2 (configuration not stated)	i	18%	10%	-14%	-4%	4%	-2	-10%	0%
COc1cccc(NC(=O)CNC(=O)Cn2c(C)cc3ccccc3c2=O)c1	·	9%	0%	-13%	5%	-1%	·	i	·
COc1ccc(CCNC(=O)c2ccc(CN3CCOCC3)cc2)cc1	i	0%	-26%	8%	19%	-5%	-30	i	-7%
